From PubChem BioAssay
JMJD2A Tudor inh = JMJD2A Tudor domain (human) inhibition. O75164. AlphaScreen JMJD2A-Tudor / H3K4me3 peptide binding. Potency, µM (highest dose often 114 µM), for the others: top-dose activity change, negative = inhibition, hits mostly inhibitors. hit rate 4.4% among 390,000; further: potency means the concentration at half of the fitted maximal effect; on the % scale 0 is the no-effect control and ±100 the full control effect; nearly all actives have a fitted effect of over 50% in size
HP1b chromo inh = blocks HP1-beta chromodomain binding to methylated histone tails. P83916. AlphaScreen HP1-beta / biotin-H3K9me3 peptide binding. Potency, µM (top dose mostly 114 µM), without a hit: at the highest dose activity change, negative = inhibition, hits mostly inhibitors. hit rate 0.56% among 390,000. AID 540317; further: potency means the concentration at half of the fitted maximal effect; nearly all actives have a fitted effect of over 70% in size; inactives centre near 23
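Compound inhibition of the preformed complex between 50 nM HP1-beta and 50 nM biotinylated H3K9me3 peptide was read by AlphaScreen. Buffer was PBS pH 7.4 with 0.01% Tween-20. Incubations ran 30 min at room temperature, with 10 ug/mL donor/acceptor beads.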
ALOX12 inh = inhibitors of human 12S-lipoxygenase ALOX12. P18054. purified 12hLO, xylenol orange hydroperoxide absorbance. Potency, µM (titrated, usually from 108 µM), for inactives: top-dose activity change, negative = inhibition, most hits filed as inhibitors. hit rate 1.1% among 580,000; further: potency means the concentration at half of the fitted maximal effect; on the % scale 0 is the no-effect control and ±100 the full control effect
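Purified human 12hLO (150 nM final) in 25 mM Hepes, 0.01% Triton X-100, pH 7.0 was preincubated 15 min at room temperature with compound. Then 40 uM arachidonic acid was added, 30 min. Hydroperoxide was read by Fe-XO absorbance ratio 573/405 nm.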
G9a inh = blocks human histone lysine methyltransferase G9a; G9a H3K9 monomethylation, AlphaScreen, 2 h; Potency, µM (titrated, usually from 102 µM), for inactives: at the highest dose activity, negative = inhibition, hits mostly inhibitors; Q96KQ7; hit rate 8.8% among 350,000; AID 504332; further: potency means the concentration at half of the fitted maximal effect; on the % scale 0 is the no-effect control and ±100 the full control effect; nearly all actives have a fitted effect of over 75% in size
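Chemiluminescent proximity detection of H3K9 monomethylation, read after 10 min bead incubation in the dark. Reaction: 20 nM G9a, 500 nM biotin-H3K9 peptide, 20 uM SAM cofactor, 2 h, room temperature, following 15 min enzyme-compound preincubation.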
GLS inhibitor = blocks human kidney-isoform glutaminase activity; Potency, µM (doses to about 45.5 µM), for inactives: at the highest dose activity change, negative = inhibition, most hits filed as inhibitors; GLS enzymatic activity, qHTS titration; O94925; hit rate 0.21% among 410,000; further: potency means the concentration at half of the fitted maximal effect; on the % scale 0 is the no-effect control and ±100 the full control effect
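Two-point fluorescence kinetic (t0, 30 min RT) for hKGA; glutamate detected via glutamate oxidase–HRP–Amplex Red. Substrate: 1 mM L-glutamine solution; buffer 45 mM KH2PO4, pH 8.2.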
RGS4 inhibitor = inhibitors of human regulator of G protein signaling 4. hit rate 0.039% among 390,000. Transcreener GDP fluorescence polarization, RGS4-accelerated GTP hydrolysis. Potency, µM (highest dose often 114 µM), inactives show at the top dose activity change, negative = inhibition, most hits filed as inhibitors. P49798; further: potency means the concentration at half of the fitted maximal effect; on the % scale 0 is the no-effect control and ±100 the full control effect; nearly all actives have a fitted effect of over 75% in size; some results filed as inactive show a strong effect at the top dose
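MLSMR compounds (23 nl, pin-transferred) preincubated 10 min at room temperature with a 500nM (2x) first reagent, then RGS4 at 900nM (2x) plus Transcreener GDP mix added; fluorescence polarization (620/688 nm) read before and after 90 min at 30 °C.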
BAZ2B block = inhibitors of human BAZ2B bromodomain; AlphaScreen BAZ2B-H3K14Ac peptide displacement; Q9UIF8; hit rate 4.4% among 360,000; Potency, µM (doses to about 114 µM), for the others: top-dose activity change, negative = inhibition, usual class: inhibitors; AID 504333; further: potency means the concentration at half of the fitted maximal effect; on the % scale 0 is the no-effect control and ±100 the full control effect; nearly all actives have a fitted effect of over 60% in size
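AlphaScreen displacement of biotin-H3(5-23)K14Ac peptide (50 nM final) from BAZ2B (50 nM final) in PBS pH 7.4, 0.01% Tween-20; complex preformed 30 min RT, then compounds (top 110 uM) 30 min RT, beads 20 min dark.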
PI4K2A inh = PI4K2A (human) kinase inhibition; AID 1346378; activity change, negative = inhibition, % at 76.9 µM; purified PI4K2A, ADP-Glo luminescence, 1 h; stronger effect = lower value; hit rate 0.13% among 420,000; Q9BTU6; in the data active means activity change below about -50%; inconclusive means mostly about -30% to -49%;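 further: -100% = wells without enzyme as full effect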
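Compounds are screened against recombinant PI4K2A using PI as substrate and ATP, the latter dispensed at 300 microM. Reactions run one hour at ambient temperature before ADP-Glo detection; full inhibition defined by wells lacking enzyme.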
ERG-DNA inh = ERG Ets/DNA interaction inhibition; Potency, µM (doses to about 76.9 µM), for the others: at the highest dose FP activity, negative = inhibition, actives largely listed as inhibitors; fluorescence polarization, His-ERG Ets domain / labelled DNA; hit rate 0.028% among 370,000; active means well fitted inhibition curve with a large enough effect in the polarisation, with a control signal flat; inconclusive means small, poorly fitted or top-dose-only effect, or effect the other way, or a change in a side signal; inactive means no such curve, though single readings can be large or run the other way; the % refers to the polarisation;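 further: polarization taken with two DNA probes labelled with fluorescein and Texas red; potency means the concentration at half of the fitted maximal effect; % of control where 0% means no effect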
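His-tagged ERG Ets domain (1 uM in the protein solution; 300mM KCl, 50mM Tris-HCl, 1mM EDTA, 1mM DTT, pH 7.5) received compound, then a probe mix of 5 nM fluorescein-DNA and 100nM Texas-615-DNA. Fluorescence polarization was read for both dyes.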
* hit, by the source's call; u = inconclusive; x = not tested or not shown; & = joins results of further samples; [ ] = another dose, or the depositor's remark. Unless noted, the call rests on the fitted dose curve; in most records, active means well fitted curve in the direction sought with a large enough effect; inconclusive means small, poorly fitted or top-dose-only effect, or another doubt; inactive means no such curve, though single readings can be large; an effect the other way counts as inactive or inconclusive. The list is partial. The share of hits here may be higher or lower than overall.

SMILES	JMJD2A Tudor inh	HP1b chromo inh	ALOX12 inh	G9a inh	GLS inhibitor	RGS4 inhibitor	BAZ2B block	PI4K2A inh	ERG-DNA inh
COc1ccc(NC(=S)Nc2ccccc2F)c(OC)c1	-11%	14%	u	11%	26%	-10%	-2%	0	-2%
Cc1ccccc1C(=O)NNC(=O)CSc1nnc(-c2ccncc2)n1-c1ccccc1	-10%	16%	20%	0%[59 µM]	8%	-4%	6%	-2	4%
CN1CCN(CCC(=O)N/N=C/c2ccccc2F)CC1	-10%	14%	0%	11%[12.7 µM]	9%	5%	1%	1	-13%
O=C1NC(=O)/C(=C\c2ccccc2Oc2ccc(F)c(F)c2)S1	-21%	-1%	0%	-3%[59 µM]	21%	u	-28%	-4	6%
O=c1[nH]ncc(N2CCCCCC2)c1Cl	1%	33%	1%	u	-1%	-5%	-3%	-3	-1%
Cc1cc(N/N=C/c2ccc(O)c(C)c2O)nc(-c2ccccc2O)n1	-16%	35%	-9%	14%[59 µM]	-1%	-10%	3%	3	14%
NCCCC[C@H](N)c1nnc([C@H](CCC(=O)O)NC(=O)C2CCNCC2)o1	-1%	75%[activator]	-13%	-14%[59 µM]	-3%	-20%	1%	4	-2%
O=C(Cn1[nH]c(=O)c2ccccc2c1=O)NNC(=O)c1ccccc1	-6%	55%[activator]	4%	x	2%	4%	-2%	1	-7%
CCOc1cccc(/C=N/N2C(C)CCCC2C)c1O (stereo unspecified)	-14%	29%	u	13%	17%	-3%	-26%	-2	-9%
CC1CCCN(CCCNC(=O)CCn2nc(-c3ccccc3)ccc2=O)C1 (stereo unspecified)	-13%	31%	-6%	13%[59 µM]	4%	8%	22%	0	1%
CC(C)CC(NC(=O)OCc1ccccc1)C(=O)NC(Cc1ccccc1)C(=O)CCl (stereo unspecified)	-9%	47%[activator]	-30%	x	4%	-33%	x	14	1%
Cc1cc(=O)oc2c(C)c(OCC(=O)NCCN3CCOCC3)ccc12	-26%	11%	-4%&23%	3%[0.0925 µM]	18%	29%[11.4 µM]	2%	8	-8%
CC(O)c1ccc(-n2cnnn2)cc1 (stereo unspecified)	5%	23%	-24%	1%[59 µM]	1%	-20%	4%	-2	6%
CCOc1ccc(C(=O)NC(C(=O)NCc2cccnc2)C(C)C)cc1 (stereo unspecified)	-1%	32%	-17%	-5%	-10%	0%	13%	-4	-10%
CCOC(=O)c1c(CN2CCOCC2)n(-c2ccccc2)c2cc(Br)c(OC)cc12	-14%	7%	0%	u	6%	8%	-9%	4	-4%
CC(C)(CNC(=O)CNC(=O)c1ccccc1F)N1CCOCC1	-16%	20%	-5%	20%[12.7 µM]	0%	7%	2%	1	-9%
Cc1cccc(-n2c(CNC(=O)c3ccccc3)nnc2SCC(=O)Nc2nccs2)c1	-10%	31%	u	-31%	1%	5%	9%	1	1%
CN(C)CCCOC(=O)c1ccc(Br)cc1	8%	43%	12%	45µM*	-2%	8%	10%	-2	-8%
O=C(NC(=O)c1ccccc1O)c1ccc(C(F)(F)F)cc1	-26%	-16%	66%[activator]	17%[59 µM]	7%	5%	-17%	13	-17%
CC1(C)Cc2cccc(OCC(=O)NCc3cccs3)c2O1	-10%	26%	13%	6%	-17%	13%	9%	-2	-5%

Record cards (already shown). Screens in order: JMJD2A Tudor inh, HP1b chromo inh, ALOX12 inh, G9a inh, GLS inhibitor, RGS4 inhibitor, BAZ2B block, PI4K2A inh, ERG-DNA inh
Shown for CC(C)(CNC(=O)CNC(=O)c1ccccc1F)N1CCOCC1 → -16%, 20%, -5%, 20%[12.7 µM], 0%, 7%, 2%, 1, -9%
Shown for Cc1cccc(-n2c(CNC(=O)c3ccccc3)nnc2SCC(=O)Nc2nccs2)c1 → -10%, 31%, u, -31%, 1%, 5%, 9%, 1, 1%

Additional entries
SMILES	JMJD2A Tudor inh	HP1b chromo inh	ALOX12 inh	G9a inh	GLS inhibitor	RGS4 inhibitor	BAZ2B block	PI4K2A inh	ERG-DNA inh
CCN(CC)CCC(=O)NN	5%	44%[activator]	0%	-22%	-1%	11%	u	-1	-1%
Cc1ccc(-c2cc3ncc4c(n3n2)-c2ccccc2OC4)cc1	6%	36%	7%&-12%	20%[59 µM]	-1%	-21%	4%	-3	-1%
CCOC(=O)Cn1nnnc1C(C(C)C)N(Cc1cc2c(C)cc(C)cc2[nH]c1=O)C1CCCC1 (stereo unspecified)	-16%	11%	u	u	-2%	-17%	-3%	10	3%
COc1cccc(NC(=O)c2ccc(OC(F)(F)F)cc2)c1	1%	36%	5%	7%[2.33 µM]	-9%	-5%	-5%	-14	1%
C/C(=C\C(=O)c1ccccc1)Nc1ccc(O)cc1	u	-36%	-17%	28µM*	23%	u	u	-54*	-9%
COc1ccc(-c2nc(SCC(=O)Nc3ccc4c(c3)OCO4)c(-c3ccc(F)cc3)[nH]2)cc1OC	0%	35%	-12%	-10%[59 µM]	2%	-29%	-29%	1	-3%
COc1ccccc1C(=O)N(Cc1sccc1C)C1CCS(=O)(=O)C1 (stereo unspecified)	-1%	24%	-2%	53%[activator]	-4%	30%	-12%[57.1 µM]	1	-13%
C=CC(n1cncn1)C(O)(c1ccccc1)c1ccccc1 (stereo unspecified)	-21%	16%	-4%	22%[2.33 µM]	-1%	10%	-5%	4	13%
Cc1c(C)n(C)c2ccc(C(=O)NCCc3ccc(Cl)cc3)cc12	-35%	12%	0%	-49%[59 µM]	12%	-11%	-26%	3	-2%
O=C(O)CSc1nnc(-c2cccs2)n1-c1ccc(Cl)cc1	18µM*	u	-62%	u	-5%	-102%[56.9 µM]	-18%	0	-11%
Cc1ccc(N(C(=O)Cc2cccs2)C(C(=O)NC2CCCCC2)c2ccccn2)cc1C (stereo unspecified)	-14%	23%	u	8%[59 µM]	3%	-11%	3%	-4	4%
OCCNC(=S)Nc1cccc(Cl)c1Cl	-6%	20%	u	x	0%	0%	1%	-1	-4%
CC(=O)Nc1sc(/C(C#N)=C/c2ccc(Cl)c(Cl)c2)nc1-c1ccc(C)cc1	-3%	63%[activator]	-17%	15%[59 µM]	20%	6%	38%[activator]	6	45%[activator]
Cc1ccc(OCCNC(=O)c2ccccc2N)cc1	-19%	33%	455%[activator]	u	0%	-18%	-5%	0	-5%
CCn1c(N)c(C(=O)NCc2ccco2)sc1=S	u	u	u	10µM*	8%	u	u	0	-4%
CCOc1ccc2nc(SCC(=O)NCc3ccc4c(c3)OCO4)[nH]c2c1	-28%	-1%	29%	-15%[59 µM]	4%	-8%	-1%	3	4%
CC1(C)Cc2c(sc3c2c2ncnn2c2nnc(SCC(=O)NCc4ccco4)n32)CO1	-13%	17%	-2%	15%[59 µM]	-2%	4%	1%	-1	-3%
CCCCCCCCOC(=O)CCc1c(C)[nH]c(=S)[nH]c1=O	-5%	48%[activator]	u	35%[0.501 µM]	-3%	-34%	-38%	-3	-2%
COc1ccccc1/C=C1/SC(=S)N(C(C)C(=O)NC2C=CS(=O)(=O)C2)C1=O (stereo unspecified)	6%	37%	u	45µM*	12%	21%	-28%	-4	-4%
Cc1ccc(Cn2ncc3c(N4CCN(C)CC4)ncnc32)cc1	-1%	19%	3%	29%[12.7 µM]	25%	2%	u	2	-5%
CN(C1CCCCC1)S(=O)(=O)c1ccc2[nH]c(=O)oc2c1	-13%	17%	0%	-20%	2%	22%	-32%	-10	-17%
CC(C)(C)C1CCc2c(sc3c2C(=O)NC(c2ccco2)N3)C1 (stereo unspecified)	u	13%	u	10µM*	-15%	-4%	-1%	-5	x
COc1ccc(CCNC(=O)c2cc(C(C)C)on2)cc1OC	-10%	45%[activator]	7%[57.4 µM]	-34%	-2%	-4%	13%	-1	1%
COc1cccc(C(=O)c2c(-c3ccccc3)ncc3cc(OC)c(OC)cc23)c1	u	11%	-11%	x	9%	3%	x	-4	10%
COc1ccc(Nc2nc(C)nc3c2oc2ccccc23)cc1	-17%	20%[57 µM]	u	4%[12.7 µM]	11%	12%	0%	4	12%
CC(C)[C@H](NC(=O)c1cc2cc(Cl)ccc2n1C)C(=O)N1CCC(C(=O)O)CC1	2%	31%[activator]	0%	-13%	1%	-3%	8%	1	1%
COc1cc(NC(=O)C2CCCCN2)ccc1OCC(C)C (stereo unspecified)	-19%	9%	30%	u	-1%	-16%	9%	-9	-5%
c1ccc(CCCCNCC2COc3ccccc3O2)cc1 (stereo unspecified)	31%	74%[activator]	-1%	-1%	0%	-15%	3%	4	-14%
O=C(O)CC/C(=C\c1cc2c(cc1Br)OCO2)c1nc2ccccc2s1	-8%	-12%	u	35µM*	22%	-49%	-15%	0	-2%
O=C(N[C@H](Cc1ccc(Cl)cc1)C(=O)O)OCC1c2ccccc2-c2ccccc21	-18%	28%	u	-13%	10%	-28%	-8%	2	-5%
OC(COCc1cccs1)CN1CCCCCC1 (stereo unspecified)	u	14%	0%	u	0%	12%	-9%	-5	-5%
CN=C1SC(CC(=O)Nc2cccc(C(F)(F)F)c2)C(=O)N1C (stereo unspecified)	-10%	14%	5%	12%[12.7 µM]	2%	43%	11%	0	1%
O=C(Cc1ccccc1)NN1C(=O)C2C3C=CC(C4CC34)C2C1=O (stereo unspecified)	-9%	21%	-12%	7%[59 µM]	4%	-25%	5%	-4	x
O=C(CN1CCC(c2nc3ccccc3[nH]2)CC1)NCc1ccc2c(c1)OCO2	-4%	22%	19%	-19%	-2%	-11%	-1%	-2	-4%
